Screening results (PubChem)
GLP-1R agonist: activates the human GLP-1 receptor; HEK293 GLP-1R CRE-luciferase, luminescence, 4-6 h; cells express a hypersensitive GLP-1R form; Potency, µM (series often up to 45.6 µM), without a hit: at the top dose activation, actives largely listed as activators; actives 0.007% (n = 380,000); also: % of control where 0% means no effect
Target sequence (P43220 whole entry, looked up): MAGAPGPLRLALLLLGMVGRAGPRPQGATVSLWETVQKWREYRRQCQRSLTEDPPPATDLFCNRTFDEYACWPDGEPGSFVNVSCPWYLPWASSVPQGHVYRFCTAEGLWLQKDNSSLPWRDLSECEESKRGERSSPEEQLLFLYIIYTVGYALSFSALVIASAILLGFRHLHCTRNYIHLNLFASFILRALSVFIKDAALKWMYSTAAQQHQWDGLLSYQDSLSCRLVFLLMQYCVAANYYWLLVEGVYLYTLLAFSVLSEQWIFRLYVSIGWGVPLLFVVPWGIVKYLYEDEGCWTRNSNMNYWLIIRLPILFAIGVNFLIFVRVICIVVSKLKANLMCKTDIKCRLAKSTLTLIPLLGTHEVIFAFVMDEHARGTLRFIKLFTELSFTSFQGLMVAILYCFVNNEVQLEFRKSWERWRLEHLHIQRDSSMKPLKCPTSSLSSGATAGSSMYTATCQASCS
HEK293 tox: cytotoxicity in counter-screen for GLP-1R inverse agonists | HEK293 cAMP-luciferase reporter cells, luminescence, 24 h | Potency, µM (titrated, usually from 38.3 µM), without a hit: at the highest dose activity change, negative = inhibition, most hits filed as inhibitors | actives 0.13% (n = 410,000);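 also: loss of luciferase light is scored as toxicity; % is scaled to controls: 0 for no effect and ±100 for the full control effect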
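Luminescence readout: signal drop marks cytotoxicity. Plated cells grew 12 h at 37 °C, 5% CO2, received 23 nL compound for 24 h, then got luciferase reagent, read after 12 min at RT.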
KB-3-1 tox: KB-3-1 parental cell cytotoxicity; Potency, µM (doses to about 46.1 µM), inactives show top-dose activity change, negative = cytotoxic, most hits filed as cytotoxic; actives 1.4% (n = 400,000); AID 1347075; KB-3-1 viability, CellTiter-Glo ATP luminescence, 72 h; also: % is scaled to controls: 0 for no effect and ±100 for the full control effect; nearly all actives have a fitted effect of over 60% in size
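Here the drug-naive KB-3-1 line serves as comparator for MDR sub-line selectivity; cells received compound titrations, 72 h at 37 °C, then CellTiter-Glo readout.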
GLP1R inv ag: GLP-1 receptor (human) inverse agonism. AID 624417. Potency, µM (doses to about 38.3 µM), without a hit: at the highest dose activity change, negative = inhibition, most hits filed as inhibitors. HEK293 GLP-1R CRE-luciferase, luminescence, 24 h; GLP-1R form is constitutively active. actives 1.6% (n = 410,000). P43220; also: % is scaled to controls: 0 for no effect and ±100 for the full control effect; nearly all actives have a fitted effect of over 55% in size
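Seeding at 200 cells/uL, 12 h culture, 24 hr compound treatment, then luciferase reagent and a luminescence read; cells are HEK293 stably expressing a constitutively active GLP-1R plus cAMP-responsive luciferase.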
KB-V1 cytotox: KB-V1 MDR subline cytotoxicity. actives 3.4% (n = 400,000). KB-V1 MDR cells viability, CellTiter-Glo, 72 h. Potency, µM (series often up to 46.1 µM), without a hit: at the top dose activity change, negative = cytotoxicity, usual class: cytotoxic; also: % is scaled to controls: 0 for no effect and ±100 for the full control effect; nearly all actives have a fitted effect of over 60% in size
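Readout: CellTiter-Glo luminescence, 10 min after addition. Cells: KB-V1 MDR subline, 72 h at 37 degrees C with compound. Analysis: corrected, normalized data fitted to concentration-effect curves.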
HT1080NT lethal: kills 2HG-producing HT-1080-NT fibrosarcoma cells; HT-1080-NT fibrosarcoma viability, CellTiter-Glo ATP luminescence, 48 h; Potency, µM (series often up to 46.1 µM), for the others: top-dose activity, negative = less viability, actives largely listed as cytotoxic; actives 1.6% (n = 360,000); AID 686970;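 also: NT is the 2HG producing partner of a matched IDH1 knockdown line; 0% = DMSO-treated cells and -100% = media-only wells without cells; nearly all actives have a fitted effect of over 55% in size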
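Luminescent CellTiter-Glo readout after 48 hours of compound exposure at 37 degrees C defined viability of HT-1080-NT cells. Activity was normalized to DMSO wells and cell-free media wells; concentration-response curves were fitted and assigned curve classes.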
TDP43 rescue: inhibitors of TDP-43 toxicity in yeast; TDP-43 expressing yeast growth rescue, BacTiter-Glo, 24 h; Potency, µM (highest dose often 46.1 µM), for inactives: at the top dose growth rescue (activation), usual class: activators; actives 1.8% (n = 410,000); also: % of control where 0% means no effect; nearly all actives have a fitted effect of over 50% in size
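Growth rescue of TDP-43-toxic yeast measured as ATP luminescence (BacTiter-Glo). Cells grown to mid-log in raffinose, induced in galactose at OD600=0.02, exposed to compound 24 hr at 30 deg C.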
HT1080 IDH1KD tx: kills HT-1080 cells with IDH1 knockdown. HT-1080 IDH1 knockdown viability, ATP luminescence, 48 h. Potency, µM (series often up to 46.1 µM), for inactives: top-dose activity, negative = toxicity, hits mostly cytotoxic. actives 2% (n = 360,000);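 also: 0% = DMSO wells and -100% = cell-free medium wells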
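CellTiter-Glo luminescence after 48 h compound exposure at 37 degrees C of IDH1-knockdown HT-1080 cells in 5% FBS RPMI. %Activity scaled between DMSO wells and cell-free media wells, with curves fitted and assigned curve classes.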
SW480 rereplic: DNA re-replication induction in SW480 cells; SW480 DNA re-replication, Hoechst DNA content imaging, 48 h; Potency, µM (series often up to 46.1 µM), inactives show at the highest dose re-replication activation, most hits filed as activators; actives 1.8% (n = 340,000); also: % of control where 0% means no effect; nearly all actives have a fitted effect of over 55% in size
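Image-based read-out: total Hoechst fluorescence of nuclei (405 nm excitation, 500-530 nm emission), with hits raising the fraction of high-intensity nuclei. SW480 colon cells incubated 48 hr with compounds at 37 C.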
Starred values were filed as active, the others as inactive; ? = inconclusive; . = no result given; & = joins results of further samples; [ ] = another dose, or the depositor's remark. Calls follow the shape of the dose curve; as a rule, active = well fitted curve in the direction sought with a large enough effect; inconclusive = small, poorly fitted or top-dose-only effect, or another doubt; inactive = no such curve, though single readings can be large; an effect the other way counts as inactive or inconclusive. Potency is read from the fitted curve at half-maximal effect. Compounds as they come. About 9.4% of those tested had a hit in this group.

| No. | Structure | GLP-1R agonist | TDP43 rescue | HEK293 tox | KB-V1 cytotox | KB-3-1 tox | SW480 rereplic | GLP1R inv ag | HT1080 IDH1KD tx | HT1080NT lethal |
| --- | --- | --- | --- | --- | --- | --- | --- | --- | --- | --- |
| 1 | CCC1CCCCN1C(=O)COc1ccc(S(=O)(=O)N2CCOCC2)cc1Cl (stereo not given) | -2% | 4% | 1% | 0% | -5% | -9% | -14% | 4% | 1% |
| 2 | Cc1nn(-c2ccccc2)c(C)c1/C=N/NC(=O)CSc1nnc(SCc2ccc(Cl)cc2)s1 | 1% | 0% | -5% | 2.3µM* | ? | 15% | ? | ? | -17% |
| 3 | COc1ccc(NC(=O)CC2(CC(=O)O)CCCC2)cc1 | 5% | 1% | 1% | 2% | 0% | -5% | 7% | 12% | 16% |
| 4 | Fc1cccc(Cc2c(C3CCCCC3)nc3ccc(Cl)cn23)c1 | 0% | ? | 1% | 27% | -6% | . | ? | ? | -25% |
| 5 | COCC1CCCN(C(=O)c2cc(COc3cncc(Cl)c3)on2)C1 (stereo not given) | -4% | -1% | -5% | -9% | -19% | ? | ? | -10% | -6% |
| 6 | CCOC(=O)c1sc(NS(=O)(=O)c2ccc(C)cc2)nc1C | -1% | 0% | -11% | -9% | 21% | -11% | 0% | -16% | -9% |
| 7 | CC(C)(C)C1=Nn2c(nnc2-c2ccccn2)SC1 | -2% | 1% | -13% | 15% | 0% | -1% | 0% | -3% | -9% |
| 8 | CC[C@]12c3[nH]c4cc(CCC(=O)N(C)C)ccc4c3CCN1C(=O)[C@@H](CC(=O)NCC13CC4CC(CC(C4)C1)C3)C[C@@H]2C(=O)N1CCN(C(=O)c2ccco2)CC1 | -1% | 19% | -4% | 0% | 0% | -1% | 8% | ? | -25% |
| 9 | COCCNC(=O)C(C)N1c2cccc3cccc(c23)S1(=O)=O (stereo not given) | 5% | -2% | -5% | -1% | 0% | -1% | 6% | 15% | 7% |
| 10 | CC(C)C(NC(=O)c1c(F)cccc1F)C(=O)OCN1C(=O)c2ccccc2C1=O (stereo not given) | -3% | 12% | -3% | -5% | 0% | 0% | 5% | 1% | 11% |
| 11 | Cc1ccc(NC2OC(C(O)CO)C(O)C2O)cc1[N+](=O)[O-] (stereo not given) | 2% | -3% | -2% | -13% | -19% | -21% | 8% | 10% | 6% |
| 12 | O=C(c1ccc(=O)[nH]n1)N1CCc2ccccc2C1 | -2% | 5% | 8% | 8% | 0% | -21% | 14% | 11% | 5% |
| 13 | COc1ccccc1CNC(=O)C1CCC(=O)N(CCCc2ccccc2)C1 (stereo not given) | 3% | 7% | -1% | 0% | -1% | 16% | 2% | 10% | 0% |
| 14 | CN(C)c1ccc(/C=N/n2ncc3ccccc32)cc1 | -1% | ? | 47%[activator] | 8% | -11% | ? | -4% | -4% | ? |
| 15 | COC(=O)c1ccc2c(c1)sc(=NC(=O)c1ccc(S(=O)(=O)N3CCCCC3)cc1)n2C | . | 21% | -1% | ? | 10% | . | 9% | . | . |
| 16 | Cc1ccnc(NS(=O)(=O)c2ccc(NC(=O)Cc3ccc(Br)cc3)cc2)n1 | -5% | 1% | 4% | ? | -37% | -2% | -3% | 12% | 3% |
| 17 | COC(=O)C1=CNC=C(C(=O)OC)C1c1ccccc1Cl | -3% | 14% | 274%[activator] | 0% | 1% | ? | -8% | 3% | 10% |
| 18 | COc1cc(/C=C(\C#N)c2nc3ccc(C)cc3[nH]2)ccc1OCc1ccc(C)cc1 | . | 25% | 26% | -17% | -12% | . | -19% | . | . |
| 19 | CCN(CCCNC(=O)Cn1ncc2c([nH]c3ccccc32)c1=O)c1cccc(C)c1 | . | 14% | 0% | 11% | 9% | . | 7% | . | . |
| 20 | C=CCn1c(SCn2nnc3ccccc3c2=O)nc2scc(-c3cccs3)c2c1=O | 1% | -11% | 7% | 0% | 7% | -7% | 2% | 9% | 12% |
| 21 | Cc1cc(C)cc(NS(=O)(=O)CCCS(=O)(=O)Nc2cc(C)cc(C)c2)c1 | 13% | 0% | ? | -27% | -4% | 5% | ? | 21µM* | ? |
| 22 | O=C1C=C(OCCF)CC(c2ccc(Br)cc2)O1 (stereo not given) | . | ? | -5% | 0% | 11% | . | 26% | 18% | 10% |
| 23 | Cc1ccccc1C(=O)NNC(=O)c1cc(S(=O)(=O)N2CCOCC2)ccc1C | -1% | 0% | 5% | 0% | 1% | 10% | -17% | -10% | -7% |
| 24 | COc1ccccc1C(=O)NNC(=O)c1ccc2ccccc2c1 | 9% | 3% | 7% | 11% | -1% | -11% | 19% | 9% | 11% |
| 25 | COc1ccc(CCn2c(-c3ccco3)nc3nc4ccccc4nc32)cc1 | 2% | 22% | 5% | ? | 8% | ? | ? | -1% | 5% |
| 26 | CCCN(CC(=O)Nc1ccccc1C)C(=O)c1ccc(OCC(=O)N2CCOCC2)c(OCC)c1 | -1% | 19% | -9% | 4% | 1% | -10% | 8% | 8% | 2% |
| 27 | CC1(C)CCC(C)(C)NC(=S)N1 | 6%&-1% | 0%&26% | ? | 11%&10% | 10%&16% | -1% | ? | 5%&15% | 6%&13% |
| 28 | O=C(Nc1ccc(F)cc1F)C1CCCN1S(=O)(=O)c1ccc(-c2ccc(=O)[nH]n2)s1 (stereo not given) | 8% | -6% | 2% | ? | -4% | 23% | 50%[activator] | -12% | -4% |
| 29 | COc1ccccc1/C=C/C(=O)OCC(=O)Nc1cc(C(F)(F)F)ccc1N1CCOCC1 | 17% | 10% | ? | ? | ? | 9.2µM* | -17% | ? | ? |
| 30 | CCOC(=O)N1CCN(C(=O)c2ccc3c(c2)N(Cc2ccccc2F)C(=O)c2ccccc2S3(=O)=O)CC1 | 1% | 0% | 0% | 0% | 11% | . | -2% | . | . |
| 31 | Cc1cccc(C(=O)NCC(=O)NCC2COc3ccccc3O2)c1 (stereo not given) | -2% | 8% | 13% | 1% | 4% | -3% | -27% | 0% | 5% |
| 32 | COc1cccc(CNC(=O)Cn2ccc3cc(S(=O)(=O)N4CCCCCC4)ccc32)c1 | 12% | 25% | -13% | -8% | ? | -10% | ? | -2% | -13% |
| 33 | O=C(CCCCCn1c(=S)[nH]c2ccsc2c1=O)NC1CCCCC1 | -8% | 2% | -2% | 13% | -1% | 15% | 13% | 0% | 11% |
| 34 | O=C(Nc1ccccc1)Nc1ccc(C(F)(F)F)cn1 | 10% | 11% | -9% | -7% | -1% | 12% | -5% | -1% | 12% |
| 35 | O=C(NC1CC1)C1CC(=O)N(c2ccccc2)C1 (stereo not given) | 4% | -4% | -7% | ? | 3% | -8% | 10% | 9% | 1% |
| 36 | Cc1c(NC(=O)CSc2nnnn2-c2ccc(F)cc2)c(=O)n(-c2ccccc2)n1C | -1% | 0%[9.22 µM] | -1% | -14% | 13% | -16% | -7% | 17% | 14% |
| 37 | Cc1ccc(S(=O)(=O)Nc2ccc(NC(=O)c3ccc(F)cc3)cc2)cc1 | -2% | -9% | 1% | -10% | 0% | -116%[inhibitor] | -16% | -10% | -14% |
| 38 | Cc1ccc(C)c(NC(=O)CSC2=Nc3ccccc3N=C(c3ccc(F)cc3)C2)c1 | 0% | 9% | 5% | 0% | -2% | . | 20% | . | . |
| 39 | Cc1ccc(S(=O)(=O)NC[C@H]2O[C@@H](n3cnc4c(N)ncnc43)[C@H](O)[C@@H]2O)cc1 | 1% | 18% | 1% | 3% | 0% | . | 1% | 24% | 17% |
| 40 | O=C1N[C@@H](Cc2ccccc2)C(=O)N2[C@@H]3N(S(=O)(=O)c4ccc(F)cc4)c4ccccc4[C@]3(Br)C[C@@H]12 | -2% | -1% | 9% | -22% | 13% | -8% | ? | -12% | -27% |
| 41 | COC(=O)c1ccccc1NC(=O)COC(=O)CSc1nnc(N)s1 | 1% | 14% | -10% | 6% | 13% | -3% | 12% | 7% | 6% |
| 42 | Cn1c(C(=O)OC(C(=O)NC2CCCCC2)c2ccncc2)cc2sccc21 (stereo not given) | -9% | -25% | 4% | -11% | 10% | -3% | 1% | 5% | 8% |

An excerpt of these results, screen by screen.
#34 O=C(Nc1ccccc1)Nc1ccc(C(F)(F)F)cn1
#35 O=C(NC1CC1)C1CC(=O)N(c2ccccc2)C1 (stereo not given)
#36 Cc1c(NC(=O)CSc2nnnn2-c2ccc(F)cc2)c(=O)n(-c2ccccc2)n1C
#37 Cc1ccc(S(=O)(=O)Nc2ccc(NC(=O)c3ccc(F)cc3)cc2)cc1
#38 Cc1ccc(C)c(NC(=O)CSC2=Nc3ccccc3N=C(c3ccc(F)cc3)C2)c1
#39 Cc1ccc(S(=O)(=O)NC[C@H]2O[C@@H](n3cnc4c(N)ncnc43)[C@H](O)[C@@H]2O)cc1
#40 O=C1N[C@@H](Cc2ccccc2)C(=O)N2[C@@H]3N(S(=O)(=O)c4ccc(F)cc4)c4ccccc4[C@]3(Br)C[C@@H]12
#41 COC(=O)c1ccccc1NC(=O)COC(=O)CSc1nnc(N)s1
#42 Cn1c(C(=O)OC(C(=O)NC2CCCCC2)c2ccncc2)cc2sccc21 (stereo not given)
entry no.	34	35	36	37	38	39	40	41	42
GLP-1R agonist	10%	4%	-1%	-2%	0%	1%	-2%	1%	-9%
TDP43 rescue	11%	-4%	0%[9.22 µM]	-9%	9%	18%	-1%	14%	-25%
HEK293 tox	-9%	-7%	-1%	1%	5%	1%	9%	-10%	4%
KB-V1 cytotox	-7%	?	-14%	-10%	0%	3%	-22%	6%	-11%
KB-3-1 tox	-1%	3%	13%	0%	-2%	0%	13%	13%	10%
SW480 rereplic	12%	-8%	-16%	-116%[inhibitor]	.	.	-8%	-3%	-3%
GLP1R inv ag	-5%	10%	-7%	-16%	20%	1%	?	12%	1%
HT1080 IDH1KD tx	-1%	9%	17%	-10%	.	24%	-12%	7%	5%
HT1080NT lethal	12%	1%	14%	-14%	.	17%	-27%	6%	8%
